ST2 IL33 inh: inhibitors of human ST2 (IL1RL1) binding to IL-33. Q01638. AlphaLISA ST2-Fc/biotin-IL-33 interaction, 1 h. inhibition, % for hits at 17 µM. 2.3% of 78,000 active. AID 1259354; in the data active = inhibition above about 30%; inconclusive = mostly about 10% to 28%
Target sequence (Q01638 whole entry, looked up): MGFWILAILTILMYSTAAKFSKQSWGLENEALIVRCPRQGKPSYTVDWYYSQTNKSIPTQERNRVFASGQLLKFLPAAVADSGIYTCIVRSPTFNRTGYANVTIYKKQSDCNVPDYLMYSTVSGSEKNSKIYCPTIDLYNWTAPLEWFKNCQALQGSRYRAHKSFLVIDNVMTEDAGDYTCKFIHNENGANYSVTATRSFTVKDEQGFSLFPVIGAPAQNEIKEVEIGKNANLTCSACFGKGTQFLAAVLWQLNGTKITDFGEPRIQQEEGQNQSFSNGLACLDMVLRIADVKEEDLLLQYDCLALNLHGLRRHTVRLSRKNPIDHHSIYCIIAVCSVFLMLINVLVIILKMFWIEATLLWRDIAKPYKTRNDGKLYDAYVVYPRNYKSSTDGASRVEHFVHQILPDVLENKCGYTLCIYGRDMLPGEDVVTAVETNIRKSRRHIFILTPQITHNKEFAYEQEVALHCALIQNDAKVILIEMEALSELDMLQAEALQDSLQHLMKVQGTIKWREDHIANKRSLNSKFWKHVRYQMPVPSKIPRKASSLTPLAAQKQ
The depositor's hits bear a star; i = inactive; ? = inconclusive; ! = not active in a repeat.

SMILES | ST2 IL33 inh
CC(C)(C)NCC(O)COc1cccc2[nH]c(=O)[nH]c12 (stereo not given) | i
O=S(=O)(c1cccc2cccnc12)N(CCO)CCO | i
Cc1cccc(OCc2nnc(N)s2)c1C | i
O=C(O)c1c[nH]c2ccc(S(=O)(=O)NCc3ccccn3)cc2c1=O | i
CCc1n[nH]c2c1CN(C(=O)c1ccc(C)c(-n3cccc3)c1)CC2 | i
O=C(Nc1cccc(O)c1)c1cccc(S(=O)(=O)N2CCCCC2)c1 | i
CC1CC(=O)C2=C(C1)OC(N)=C(C#N)C2c1ccco1 (stereo not given) | i
O=C(NCc1ccc(Cl)cc1)c1ccc(NC2=NC3CS(=O)(=O)CC3S2)cc1 (stereo not given) | i
CCCCC1C=CCN1C(=O)c1cnc(C(C)C)[nH]c1=O (stereo not given) | i
C=CCN(CC=C)S(=O)(=O)c1ccc(NC(C)=O)cc1 | i
COc1ccc(F)c(F)c1CN1CCC2(CCNCC2)C1 | i
O=C(C1=C(O)C(=O)N(Cc2cccnc2)C1c1ccncc1)c1cccs1 (stereo not given) | i
O=C(c1ccc(NCc2ccc[nH]c2=O)nc1)N1CCC(N2CCOCC2)CC1 | i
CC1=NN(c2cc(Cl)ccc2Cl)C(=O)C1 | i
C(#CCN1CCCCC1)COCCCOCc1ccccc1 | i
Cc1cc([N+](=O)[O-])nn1CCCC(=O)Nc1sc2c(c1C(=O)OC(C)C)CCCC2 | i
CCOC(=O)c1c(NC(=O)c2cc(-c3cccs3)on2)sc2c1CCCC2 | i
COc1ccc(-n2nc3cc(C)c(NC(=O)c4cccc(OC)c4)cc3n2)cc1 | i
COc1ccc(NC(=O)Cn2c(=O)sc3ccccc32)c(OC)c1 | i
O=C(CC(c1ccccc1)c1ccc2c(c1)OCO2)NCCN1CCCCC1 (stereo not given) | i

In a second layout: results already given
> CCc1n[nH]c2c1CN(C(=O)c1ccc(C)c(-n3cccc3)c1)CC2
- ST2 IL33 inh: i
> O=C(Nc1cccc(O)c1)c1cccc(S(=O)(=O)N2CCCCC2)c1
- ST2 IL33 inh: i
> CC1CC(=O)C2=C(C1)OC(N)=C(C#N)C2c1ccco1 (stereo not given)
- ST2 IL33 inh: i
> O=C(NCc1ccc(Cl)cc1)c1ccc(NC2=NC3CS(=O)(=O)CC3S2)cc1 (stereo not given)
- ST2 IL33 inh: i

Continuation:
SMILES | ST2 IL33 inh
CCC1CN(CC(=O)N2CCN(c3ccc(C(=O)OC)cc3)CC2)Cc2ccc(Cl)cc2O1 (stereo not given) | i
Cc1ccc2c(c1)C1CC(C)(O2)N(c2ccccc2)C(=O)N1 (stereo not given) | i
Nc1ccc(S(=O)(=O)Nc2ccnn2-c2ccccc2)cc1 | i
CCOc1ccc(CN2C(=O)CCC2(C)C(=O)NCCc2ccc(OC)c(OC)c2)cc1OC (stereo not given) | i
CCOC(=O)c1c(NC(=O)c2ccc(F)cc2)sc(C)c1C | i
O=C(Nc1ccc2c(c1)OCCO2)C(Cc1ccccc1)NS(=O)(=O)c1cccs1 (stereo not given) | i
CCN(CC)CCCN1C(=O)C(O)=C(C(=O)c2ccc(C)o2)C1c1ccco1 (stereo not given) | i
COC(=O)c1nnn(CC(=O)Nc2ccccc2)c1N | ?
CCOc1cccc(CN(Cc2ccccn2)C2CC2)c1 | i
O=C(COc1ccccc1)Nc1ccc(NC(=O)COc2ccccc2)cc1 | ?
COc1ccc(CN2CCCN(C)CC2)c(OC)c1C | i
CCC(C)NC(=O)CCS(=O)(=O)c1cc(Br)cc2c1N(C(=O)C1CC1)CC2 (stereo not given) | i
CN1C(=O)CC(=O)N(C)c2ccccc21 | ?
O=[N+]([O-])c1cccc(-c2ncnn2-c2cccc(C(F)(F)F)c2)c1 | ?
OC1CCN(Cc2ccc(Br)cc2)CC1 | i
CCCCOc1ccc(C(=O)NCCC(=O)O)cc1 | i
CC1CC(=O)C2=C(C1)OC(N)=C(C#N)C2c1cccc(Cl)c1Cl (stereo not given) | i
c1ccc(-c2cnn3cc(CN4CC(n5cccn5)C4)cnc23)cc1 | ?
COc1ccccc1N=C1C(=O)Nc2ccccc21 | i
N#CC1=C(N)NC(SCC(=O)Nc2ccc(Br)cc2)=C(C#N)C12CCCCC2 | i
CC1(C)COC(=O)C1OC(=O)c1ccccc1 (stereo not given) | i
O=C1CC(c2cccc3[nH]ccc23)c2c(nc3ccccn23)CN1 (stereo not given) | i
Cc1oc(-c2cccs2)nc1CN1CCOc2ccc(Cl)cc2C1 | ?
COc1ccc(NC(=S)N[C@H]2C[C@H]3C(=O)NC[C@@H](CCC(=O)NC4CC4)N3C2)cc1 | i
O=C(Nc1ccccc1-c1ccccc1)c1ccccc1[N+](=O)[O-] | i
C=CCOc1ccc(C2C(C(=O)OCCOC)=C(C)N=C3SCCC(=O)N32)cc1 (stereo not given) | i
COc1ccccc1-c1ccnc(N[C@H]2CO[C@H]3[C@@H]2OC[C@@H]3NS(=O)(=O)c2ccc(NC(C)=O)cc2)n1 | ?
CC(C)N1CCc2c(sc(NC(=O)CN3C(=O)CCC3=O)c2-c2nc3ccccc3s2)C1 | ?
O=S(=O)(NC1CCCCC1Sc1ncccn1)c1ccc(Cl)cc1 (stereo not given) | i
COc1cc(OC)cc(C(=O)Nc2cc(-c3nc4ncccc4o3)ccc2Cl)c1 | ?
Cc1ccc(NC(=O)N2Cc3[nH]cnc3C[C@H]2c2nc(-c3ccc4ccccc4c3)no2)cc1 | i
CCC(C)N(Cc1sccc1C)C(=O)CC1CCOCC1 (stereo not given) | i
COc1ccc(OC)c(CN2CCCC(C(=O)NN)C2)c1 (stereo not given) | i
CC(C)n1cc(CN2CCC(CCC(=O)N3CCN(c4ccccc4)CC3)CC2)cn1 | i
CSc1nc(C(=O)NC2CCCN(c3nc4ccccc4s3)C2)cs1 (stereo not given) | i
Cc1cc(CN(C)Cc2cnn(C)c2C)oc1C | i
O=C(c1ccc2nc3ccc(Cl)cc3c(=O)n2c1)N1CCc2ccccc2C1 | i
O=C(NC1CCCCCCC1)C1CCN(S(=O)(=O)N2CCCC2)CC1 | i
COc1cccc(-n2c(=O)[nH]cc(C(=O)Nc3ccc4c(c3)OCO4)c2=O)c1 | i
O=C(C1CC(=O)N(C2CCCCCC2)C1)N1CCN(c2ccc(F)cc2)CC1 (stereo not given) | ?

Four of these compounds in another layout.
SMILES: Cc1ccc(NC(=O)N2Cc3[nH]cnc3C[C@H]2c2nc(-c3ccc4ccccc4c3)no2)cc1
  ST2 IL33 inh: i
SMILES: CCC(C)N(Cc1sccc1C)C(=O)CC1CCOCC1 (stereo not given)
  ST2 IL33 inh: i
SMILES: COc1ccc(OC)c(CN2CCCC(C(=O)NN)C2)c1 (stereo not given)
  ST2 IL33 inh: i
SMILES: CC(C)n1cc(CN2CCC(CCC(=O)N3CCN(c4ccccc4)CC3)CC2)cn1
  ST2 IL33 inh: i

Going on with the list:
SMILES | ST2 IL33 inh
CC1CC(C)CN(CC(=O)Nc2c3c(nc4ccccc24)CCC3)C1 (stereo not given) | i
Cc1ccc(N2C(=O)Nc3ccc(Br)cc3C2(O)C(=O)NCCCN(C)C)cc1C (stereo not given) | i
O=S(=O)(Nc1ccc(-c2cn3ccccc3n2)cc1)c1ccccc1 | i
COc1ccccc1N=c1oc2ccccc2cc1C(N)=O | i
Cc1nn(C)c(Cl)c1C1CC(=O)Nc2n[nH]c(-c3cccs3)c21 (stereo not given) | i
COc1ccc(OC)c(S(=O)(=O)Nc2ccc(F)cc2)c1 | i
COc1ccc(-c2csc(/C(C#N)=C\c3cccnc3)n2)cc1 | 31.0%*
Cc1ccc(-c2cc(C(F)F)nc(N3CCCC3)n2)cc1 | i
Cc1nn(C)c(Cl)c1S(=O)(=O)N1C[C@H]2CC=CC[C@H]2C1 | i
Cc1nc2c(C(=O)NCc3ccc(F)cc3)c[nH]n2c(=O)c1Cc1ccccc1F | ?
Cc1noc(C)c1S(=O)(=O)N1CC(c2cccnc2)C1 | i
CC1CCc2oc3cc([N+](=O)[O-])cc([N+](=O)[O-])c3c2C1 (stereo not given) | 59.0%*
O=C(Nc1nncs1)c1ccc(Oc2ccccc2)cc1 | i
COc1ccccc1-c1nc(C(N)=O)c2c(n1)n(-c1ccc(C)c(C)c1)c(=O)n2Cc1ccccc1 | i
CCOC(=O)c1[nH]c2ccccc2c1NC(=O)C(C)C | i
CCn1c(CC2CCN(Cc3ccncc3Cl)CC2)n[nH]c1=O | i
COc1ccccc1-c1cc(C(=O)O)cc(S(=O)(=O)N2CCN(C)CC2)c1 | i
CC(C)CCCC1CN(C(=O)c2cc(=O)[nH]c3ccc(F)cc23)CCO1 (stereo not given) | ?
O=C(Nc1ccc(F)cc1)c1cc2cc3ccc(Cl)cc3nc2o1 | 37.0%*!
O=C(CN1CCN(Cc2ccccc2)S1(=O)=O)Nc1ccc2c(c1)OCO2 | i
COc1cc(NC(=O)c2ccc([N+](=O)[O-])c(C)c2)ccc1NC(=O)c1ccco1 | i
O=C(c1ccc2c(c1)OCO2)N1CCN=C1SCc1cccnc1 | i
CC1CCCCN1S(=O)(=O)c1ccc(NC(=O)c2ccco2)cc1 (stereo not given) | i
COc1ccc(N2C(=O)C3C4C=CC(CC4)C3C2=O)c([N+](=O)[O-])c1 (stereo not given) | i
COc1ccccc1Nc1cc(C(F)(F)F)nc2c(OC)ccc(OC)c12 | 39.0%*
O=C1c2ccccc2C(=O)C1(c1ccccc1)N1CCOCC1 | i
CC(C)C1N=C2c3ccccc3N=C(SCC(=O)NCCc3ccccc3)N2C1=O (stereo not given) | i
C[C@H]1[C@@H]2[C@@H](O)C([C@H](C)C(=O)N(C)Cc3cccnc3)CC[C@@]2(C)CC[C@@H]1NC(=O)C1CCCCC1 (stereo not given in full) | ?
CSc1ccc(C(Nc2ccccn2)c2ccc3ccc(C)nc3c2O)cc1 (stereo not given) | ?
CC(c1cccnc1)N(C)C(=O)c1ccc(OCC(=O)N2CCCCC2)cc1 (stereo not given) | ?
N#C/C(=C\c1cccc(F)c1)c1nc(-c2ccc3c(c2)OCO3)cs1 | i
CCn1nc(C(=O)NCc2ccc(OC)cc2)c2c1CCN(C(=O)c1ccc3c(c1)OCO3)C2 | i
NC(=O)CSc1nc2ccccc2c(=O)n1Cc1ccccc1 | i
CN(C)/C(=C/C(=O)c1ccccc1)c1ccccc1 | ?
CC(=O)c1ccc(S(=O)(=O)N2CCN(CCO)CC2)cc1 | i
COc1cc(C)c(C(C)C)cc1S(=O)(=O)n1cnc2ccccc21 | i
O=C(COc1ccc([N+](=O)[O-])cc1)Nc1ccc(S(=O)(=O)N2CCCC2)cc1 | i
O=C(Nc1ccnn1C1CCN(C(=O)c2cccc(Cl)c2)CC1)C1CCOC1 (stereo not given) | ?
COc1cc(C2NCC(c3ccc([N+](=O)[O-])cc3)O2)ccc1O (stereo not given) | i
CC(c1ccccc1)n1c(Cc2cccnc2)nnc1SCC(=O)O (stereo not given) | i

Among those listed so far, 5 have an aryl thioether with sulfur outside any ring:
SMILES | ST2 IL33 inh
O=S(=O)(NC1CCCCC1Sc1ncccn1)c1ccc(Cl)cc1 (stereo not given) | i
CSc1nc(C(=O)NC2CCCN(c3nc4ccccc4s3)C2)cs1 (stereo not given) | i
CSc1ccc(C(Nc2ccccn2)c2ccc3ccc(C)nc3c2O)cc1 (stereo not given) | ?
NC(=O)CSc1nc2ccccc2c(=O)n1Cc1ccccc1 | i
CC(c1ccccc1)n1c(Cc2cccnc2)nnc1SCC(=O)O (stereo not given) | i

(continued)
SMILES | ST2 IL33 inh
O=C1CC(N2CCN(/C=C/c3ccccc3)CC2)C(=O)N1c1ccccc1 (stereo not given) | i
Cc1cccc(C(C)C)c1NC(=O)c1ccccc1Br | i
Cn1cc([N+](=O)[O-])c(C(=O)n2cccn2)n1 | i
CCC(O)C1CCN(C(=O)c2cc(COc3ccc(F)cc3F)on2)CC1 (stereo not given) | ?
COC(=O)[C@H](Cc1ccc(OC)cc1)NC(=O)[C@H]1CN(C(=O)c2cccnc2)CCN1C(=O)NC(C)C | i
O=C1CCCN2N=C(SCC(=O)N3CCOCC3)SC2=N1 | i
CC(C)N1C[C@H](NCC(=O)NCCc2ccc(F)cc2)[C@@H](O)C1 | ?
C=CCn1c(SCC(=O)N2CCOCC2)nc2sc(-c3ccccc3)cc2c1=O | i
O=c1[nH]c(Nc2cccc(F)c2)nnc1Cc1ccc(Cl)cc1 | i
CC(=O)Nn1c([N+](=O)[O-])cnc1C | i
Cc1cc2ccccc2n1CCC(=O)NCCN(C)S(C)(=O)=O | i
CC(C)N(CCC#N)S(=O)(=O)c1cccc2nsnc12 | i
N#C/C(=C/C=C/c1ccccc1)c1nc(-c2ccc(F)cc2)cs1 | 40.0%*
COc1cccc(CN2CC(C(=O)N3CCN(c4cccc(C)n4)CC3)CCC2=O)c1 (stereo not given) | i
Cc1cc(C(F)(F)F)nc(NCc2cccnc2)n1 | i
COc1ccc(N=C2SC(C(=O)O)CC(=O)N2Cc2ccc(F)cc2)cc1 (stereo not given) | ?
O=C(O)c1ccc2c(c1)N(Cc1ccccc1)C(=O)c1ccccc1S2 | i
CCC1C(=O)CC(c2cc(OC)ccc2OC)NC1c1cc(OC)ccc1OC (stereo not given) | i
CC(C)(C)c1ccc(NC(=O)O[C@@H]2CO[C@H]3[C@@H]2OC[C@@H]3Nc2nccc(-c3cccc(F)c3)n2)cc1 | i
Cc1ccc2c(c1)sc(=NC(=O)c1ccc(S(=O)(=O)N(C)C)cc1)n2C | ?
Cc1ccc(-c2nc3ccccc3[nH]2)cc1NC(=O)C(C)C | i
COc1ncnc(OCCO)c1[N+](=O)[O-] | ?
Cc1nc(C(C)C)cc(N(C)CCc2ccncc2)n1 | i
O=C(NC1CCCC1)c1ccc(NC2=NC3CS(=O)(=O)CC3S2)cc1 (stereo not given) | i
N#CC1C(=O)NC(=O)C([n+]2ccccc2)C1c1cccc([N+](=O)[O-])c1 (stereo not given) | ?
CCOc1ccccc1NC(=O)CN(c1cccc(Cl)c1Cl)S(C)(=O)=O | ?
CCc1cnc(C)nc1N1CCN(CC(=O)Nc2ccccc2)CC1 | i
NS(=O)(=O)c1ccc(CCNS(=O)(=O)c2cccs2)cc1 | i
FC(F)Oc1ccc(CN2CCOc3ccc(CN4CCC(Oc5cccnc5)CC4)cc3C2)cc1 | i

Only part of the results is shown. The share of hits here may be higher or lower than overall.
